LDHA block – blocks human lactate dehydrogenase A. purified LDHA, NADH/diaphorase-resazurin fluorescence; hits give low values. P00338. AID 1347041. 480,000 tested, 0.15% active. activity change, % (values are at about 110 or 230 µM); in the data active = activity change below about -30%; inconclusive = mostly about -25% to -30%;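 note: plate controls were DMSO wells for no effect and wells without enzyme for full effect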
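Remaining NADH was detected by diaphorase (0.133 mg/mL) converting 37 µM resazurin to fluorescent resorufin, read at 0 and 20 minutes. The preceding 5-minute room-temperature reaction used 2 nM LDHA, 0.2 mM sodium pyruvate and 0.06 mM NADH at pH 7.4.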
Vif-APOBEC3F blk – Vif-A3F binding inhibition. 390,000 tested, 0.2% active. Potency, µM (titrated, usually from 46.1 µM), for the others: at the top dose activity, negative = active. AID 602313. HeLa A3F-eYFP + Vif (tagged APOBEC3F with the HIV-1 protein that degrades it), YFP fluorescence increase; note: potency is the fitted concentration of half-maximal effect; % of control where 0% means no effect; nearly all actives have a fitted effect of over 65% in size
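HeLa cells stably expressing A3F-eYFP plus Vif, plated and incubated overnight at 37 deg C, then exposed to compounds overnight at 37 deg C. Blocked degradation read as raised yellow fluorescence (Ex 488/Em 500-530).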
USP1 inh – inhibitors of human USP1/UAF1 deubiquitinase | 390,000 tested, 0.23% active | recombinant USP1/UAF1, Ub-Rhodamine cleavage fluorescence | Potency, µM (titrated, usually from 57.1 µM), for the others: at the top dose activity change, negative = inhibition, most hits filed as inhibitors | O94782; note: potency is the fitted concentration of half-maximal effect; % is set by controls: 0 for no effect and ±100 for the full control effect; nearly all actives have a fitted effect of over 60% in size; inactives centre near -12
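1 nM enzyme complex + cpd, 15 min RT; start with Ub-Rho 150nM final; kinetic fluorescence ex 480/em 540, 6 reads q60 s. Buffer 50mM HEPES pH 7.8, 0.5mM EDTA, 0.1 mg/ml BSA, 1mM TCEP, 0.01% Tween-20.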
Vif-A3G inh – inhibitors of Vif-APOBEC3G interaction. 410,000 tested, 0.076% active. HeLa A3G-eYFP + Vif (tagged APOBEC3G with the HIV-1 protein that degrades it), YFP fluorescence, overnight. Potency, µM (doses to about 46.1 µM), inactives show at the top dose activity, negative = active, most hits filed as inhibitors. Q9HC16;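 note: potency is the fitted concentration of half-maximal effect; % is set by controls: 0 for no effect and ±100 for the full control effect; nearly all actives have a fitted effect of over 60% in size; hits raise eYFP signal because A3G escapes Vif-driven loss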
Target sequence (Q9HC16 whole entry, looked up): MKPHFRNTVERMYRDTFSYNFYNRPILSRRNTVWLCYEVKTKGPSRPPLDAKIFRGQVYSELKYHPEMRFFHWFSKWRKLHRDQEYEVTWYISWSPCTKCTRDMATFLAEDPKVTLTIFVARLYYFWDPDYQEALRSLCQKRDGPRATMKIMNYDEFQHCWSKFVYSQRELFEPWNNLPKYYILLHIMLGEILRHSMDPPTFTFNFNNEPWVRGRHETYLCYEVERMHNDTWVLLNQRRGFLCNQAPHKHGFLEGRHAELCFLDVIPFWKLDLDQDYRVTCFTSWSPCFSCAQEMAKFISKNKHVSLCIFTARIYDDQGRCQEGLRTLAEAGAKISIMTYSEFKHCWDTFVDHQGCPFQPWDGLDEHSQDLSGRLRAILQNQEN
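HeLa cells stably expressing Vif and C-terminally eYFP-tagged A3G, seeded overnight at 37 deg C, then exposed to compound by pintool overnight at 37 deg C. Rise in yellow fluorescence (Ex 488/Em 500-530, Acumen) marks blocked Vif-driven A3G degradation.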
RGS4 inh – human RGS4 inhibition; AID 504845; 390,000 tested, 0.039% active; P49798; Potency, µM (top dose mostly 114 µM), inactives show at the highest dose activity change, negative = inhibition, actives largely listed as inhibitors; Transcreener GDP fluorescence polarization, RGS4-accelerated GTP hydrolysis; note: potency is the fitted concentration of half-maximal effect; % is set by controls: 0 for no effect and ±100 for the full control effect; nearly all actives have a fitted effect of over 75% in size; some results filed as inactive show a strong effect at the top dose
Target sequence (P49798 whole entry, looked up): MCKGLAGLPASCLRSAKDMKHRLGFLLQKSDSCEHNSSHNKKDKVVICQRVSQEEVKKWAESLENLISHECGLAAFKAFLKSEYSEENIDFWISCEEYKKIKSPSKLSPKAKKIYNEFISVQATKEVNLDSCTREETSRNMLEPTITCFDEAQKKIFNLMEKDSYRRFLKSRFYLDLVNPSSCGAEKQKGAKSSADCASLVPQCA
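MLSMR compounds (23 nl, pin-transferred) preincubated 10 min at room temperature with a 500nM (2x) first reagent, then RGS4 at 900nM (2x) plus Transcreener GDP mix added; fluorescence polarization (620/688 nm) read before and after 90 min at 30 °C.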
rTrxR1 inhibitor – rat TrxR1 inhibition; O89049; recombinant rTrxR1, NADPH fluorescence consumption, selenite substrate; Potency, µM (doses to about 114 µM), inactives show top-dose activity change, negative = inhibition, hits mostly inhibitors; 390,000 tested, 1% active; note: potency is the fitted concentration of half-maximal effect; % is set by controls: 0 for no effect and ±100 for the full control effect; nearly all actives have a fitted effect of over 65% in size
Target sequence (O89049 whole entry, looked up): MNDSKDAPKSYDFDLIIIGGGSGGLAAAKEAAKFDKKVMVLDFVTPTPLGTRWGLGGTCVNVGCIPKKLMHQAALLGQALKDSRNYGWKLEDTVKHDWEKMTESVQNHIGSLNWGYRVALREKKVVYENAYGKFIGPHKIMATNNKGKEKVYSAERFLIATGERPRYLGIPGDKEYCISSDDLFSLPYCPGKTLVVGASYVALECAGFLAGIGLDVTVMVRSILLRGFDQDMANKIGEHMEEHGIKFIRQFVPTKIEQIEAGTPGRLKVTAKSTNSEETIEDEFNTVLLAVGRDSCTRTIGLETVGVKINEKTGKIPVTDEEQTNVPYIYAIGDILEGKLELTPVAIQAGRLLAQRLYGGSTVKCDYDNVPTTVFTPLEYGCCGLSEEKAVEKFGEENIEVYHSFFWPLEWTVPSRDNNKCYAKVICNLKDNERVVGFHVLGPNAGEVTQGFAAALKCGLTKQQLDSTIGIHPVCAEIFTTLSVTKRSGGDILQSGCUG
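Rat TrxR1 (90 nM in the dispensed reagent) was pre-reduced with 400 uM NADPH for 5 min at room temperature, then incubated with compound for 15 min. After 400 uM selenite was added, NADPH fluorescence (Ex 340/Em 450 nm) was followed for 8 min.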
mIDH1 inhibitor – blocks human mutant IDH1 R132H enzyme | O75874 | IDH1-R132H enzyme, NADPH consumption, diaphorase/resazurin fluorescence | Potency, µM (highest dose often 76.6 µM), without a hit: at the top dose activity change, negative = inhibition, most hits filed as inhibitors | 390,000 tested, 0.093% active; note: potency is the fitted concentration of half-maximal effect; % is set by controls: 0 for no effect and ±100 for the full control effect; nearly all actives have a fitted effect of over 65% in size
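IDH1-R132H (0.5 ug/mL dispensed) in pH 7.5 Tris buffer was preincubated 30 min with compound, then given a substrate mix of 0.016 mM NADPH and 2 mM alpha-KG for 80 min at room temperature; remaining NADPH was read by diaphorase/resazurin fluorescence.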
TrxR1 substrate – is turned over as a substrate by rat TrxR1; 390,000 tested, 0.01% active; Potency, µM (titrated, usually from 114 µM), for the others: at the highest dose activity change, negative = substrate turnover; purified TrxR1 substrate turnover, NADPH consumption readout; note: potency is the fitted concentration of half-maximal effect; % is set by controls: 0 for no effect and ±100 for the full control effect; nearly all actives have a fitted effect of over 50% in size
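Rat TrxR1, dispensed at 90 nM, was prereduced with 400 uM NADPH (final) for 5 min at ~22 deg C, then incubated with compound 15 min before 400 uM selenite. A first-read NADPH fluorescence drop versus no-compound background flagged substrates.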
Glioma ERSR ind – induces the endoplasmic reticulum stress response in human glioma cells; U87-MG GRP78 promoter luciferase reporter, 16 h; Potency, µM, for inactives: at the highest dose activation, hits mostly activators; 420,000 tested, 0.02% active; AID 602332; note: potency is the fitted concentration of half-maximal effect; series mostly up to about 76 µM; % of control where 0% means no effect; nearly all actives have a fitted effect of over 35% in size
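ERSR induction read as luciferase luminescence (Bright-Glo, 10 min at room temperature) in stably transfected human U87-MG glioma cells exposed to compounds for 16 h, using GRP78 as sensor.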
Starred values were filed as active, the others as inactive; ? = inconclusive; . = not tested or not shown; & = joins results of further samples; [ ] = remark or other dose. Unless noted, calls come from the whole dose curve; as a rule, active = well fitted curve in the direction sought with a large enough effect; inconclusive = small, poorly fitted or top-dose-only effect, or another doubt; inactive = no such curve, though single readings can be large; an effect the other way counts as inactive or inconclusive. The list is partial. The share of hits here may be higher or lower than overall.

SMILES | LDHA block | Vif-APOBEC3F blk | USP1 inh | Vif-A3G inh | RGS4 inh | rTrxR1 inhibitor | mIDH1 inhibitor | TrxR1 substrate | Glioma ERSR ind
Cc1nc2ccccc2c(=O)n1-c1ccc(F)c(NC(=O)c2cccs2)c1 | -2.2 | -14.8% | 0.8% | -3.4% | 18.3% | 2.8%[57.1 µM] | -6.9% | 0.1%[57.1 µM] | -1.2%
Cc1sc(N)nc1-c1ccc(Oc2ccccc2)cc1 | -5.3 | 1.0% | -25.2% | -4.0% | -44.5% | 15.4%[2.29 µM] | 18.2% | -8.0% | 5.1%
CC1=C([N+](=O)[O-])C(c2ccc(Cl)cc2)NC(=O)N1C (stereo unspecified) | -8.6 | -7.0% | -2.6% | -0.3% | -84.9%[56.9 µM] | -22.0% | -4.5% | -3.3% | -2.4%
COc1ccc(-c2nc(CC(=O)Nc3cccc(S(=O)(=O)NC4=NCCC4)c3)cs2)cc1 | 2.5 | 4.0% | -3.4% | 0.3% | 4.8% | 18.4% | 0.3% | 5.0% | -2.8%
O=C(Cc1cccc(F)c1)N1CCCC(CO)(Cc2ccc(F)cc2F)C1 (stereo unspecified) | 0.9 | -1.2% | -22.8% | -1.3% | -31.4% | 10.6% | 2.8% | 0.1% | -2.3%
C[C@@H]1CN([C@@H](C)CO)C(=O)Cc2cc(NC(=O)Nc3cccc4ccccc34)ccc2O[C@@H]1CN(C)S(C)(=O)=O | 11.1 | 1.7% | -18.8% | -25.1% | -14.0% | 0.5%[57.1 µM] | -2.1% | 10.0% | 0.3%
CCCn1c(N)c(C(=O)CSc2nc3ccccc3s2)c(=O)[nH]c1=O | -7.6 | -3.2% | -17.6% | -2.3% | -40.7% | 12.0%[57.1 µM] | 3.9% | 4.6%[57.1 µM] | 1.4%
Cc1ccc(C2=N/C(=C/N3CCOCC3)C(=O)O2)cc1 | -18.9 | 4.2% | -17.5% | 1.4% | 37.0% | -9.7% | 0.3% | -16.9% | -0.8%
CCCCN1CN(Cc2ccccc2)CNC1=S | -0.6 | ? | -17.2% | 3.7% | -26.7% | -6.2% | 9.3% | -0.5% | -1.4%
COc1ccc(CCN(Cc2cccs2)S(=O)(=O)c2ccc(-n3cnnn3)cc2)cc1OC | -3.8 | -4.9% | -16.5% | 4.8% | -42.7% | -0.4% | 8.6% | 0.3% | -5.3%
CC(C)NCC(O)COc1ccc(COCCOC(C)C)cc1 (stereo unspecified) | -5.4 | 6.3% | -17.6% | -0.3% | -12.6%[56.9 µM] | 12.3%[57.1 µM] | -3.4% | 5.1%[57.1 µM] | -1.7%&-3.9%&-3.0%&-3.4%
O=C(OCCOCCOC(=O)Oc1ccccc1)Oc1ccccc1 | -1.4 | 1.7% | -16.2% | 1.5% | 11.9% | 3.4%[11.4 µM] | 5.1% | 2.1%[11.4 µM] | -2.1%
Cn1c(SCc2ccccc2Cl)nnc1-c1cnccn1 | -11.8 | -1.6% | -14.5% | 1.7% | 11.8% | 24.5% | -3.2% | 3.7% | 5.0%
CCCC(=O)Nc1ccc(OCC(=O)OC)cc1 | 2.3 | -13.1% | -10.2% | 2.0% | -1.7% | 8.3% | 3.5% | 5.5% | -1.4%
CCOC(=O)C1(CCc2ccccc2)CCN(Cc2ccc(OC)cc2)CC1 | -9.9 | 3.2% | -5.2% | 2.4% | 24.1% | 22.9% | 11.9% | 7.5% | -5.1%
O=C(O)c1ccc(CNC(=S)Nc2ccccc2)cc1 | -8.5 | -3.5% | -8.0% | 0.8% | -10.6% | 5.3%[57.1 µM] | 0.0% | 5.7%[57.1 µM] | -4.9%
Cc1occc1C(=O)Nc1ccc(OCc2ccccc2)cc1 | -13.0 | 0.7% | -23.6% | -4.9% | 6.4% | 32.8%[57.1 µM] | -1.9% | 11.6%[57.1 µM] | -4.3%
CCOC(=O)c1c(C)nc2ncccn12 | -3.2 | -1.8% | -6.4% | -0.3% | -16.9% | 22.3%[57.1 µM] | 7.5% | 84.0%[activator][57.1 µM] | -4.7%
NC1=NC[C@H](c2ccccc2)N1CCCCC1CCCCC1 | -1.3 | ? | -21.0% | 0.4% | -15.6% | 8.8%[57.1 µM] | 13.9% | 0.7%[57.1 µM] | -12.1%
Cc1cc2ncn(C(=O)N3CCCC3)c2cc1C | -6.0 | 5.7% | -5.0% | 1.2% | -8.4% | -6.3% | -1.7% | -5.3% | -1.4%
CCCn1c(SCC(=O)c2cc(C)n(-c3cc(C)on3)c2C)n[nH]c1=O | -1.3 | -0.6% | -1.8% | -0.1% | -35.5% | 2.2% | 9.9% | -0.5% | -5.5%
Cc1ccc(-n2ncc(C(=O)NCC3CCN(C4CCCC4)C3)c2C2CCN(C(=O)OC(C)(C)C)CC2)cc1 (stereo unspecified) | -0.7 | 1.5% | -18.8% | 2.8% | -8.6%[56.9 µM] | ? | -8.3% | -10.6% | -2.2%
OC(CN1C2=NCCN2c2ccccc21)c1ccc(Br)cc1 (stereo unspecified) | -3.0 | 0.0% | -10.2% | 2.8% | -17.2% | 1.6% | 10.3% | -2.9% | -6.9%
CC1CCC2C(=O)N(c3ccc(NC4CCCCC4)c([N+](=O)[O-])c3)C(=O)C2C1 (stereo unspecified) | -5.5 | 1.8% | -4.2% | -0.1% | -21.4% | -8.0% | 4.7% | -4.9% | -3.7%
O=C(NCC1CCCO1)c1cc(Br)c(Br)s1 (stereo unspecified) | 0.7 | -1.8% | -3.5% | -5.1% | 38.4% | -9.9% | -1.8% | -5.3% | 1.5%

Continuation:
SMILES | LDHA block | Vif-APOBEC3F blk | USP1 inh | Vif-A3G inh | RGS4 inh | rTrxR1 inhibitor | mIDH1 inhibitor | TrxR1 substrate | Glioma ERSR ind
Cc1nnc(SCC(=O)NCc2ccco2)n1Cc1ccccc1 | -4.8 | -7.9% | -18.6% | -1.9% | -17.1% | 4.1% | 5.5% | 4.9% | -4.4%
CCCCn1c(=O)c(F)cn(Cc2ccc(OC)c([N+](=O)[O-])c2)c1=O | -6.0 | -7.6% | -16.1% | -2.2% | 4.3% | -5.3% | -0.5% | -1.8% | -0.9%
CCOc1ccc(NC(=O)C2CCCN(S(=O)(=O)c3ccc4[nH]c(=O)ccc4c3)C2)cc1 (stereo unspecified) | -9.2&-4.6 | 0.3%&2.1% | -21.0%&-5.5% | 9.2%&7.6% | -25.7%[56.9 µM] | -4.0%&24.7% | 1.1%&-13.5% | -2.9%&3.6% | 2.4%&-2.8%
CCOc1ccccc1CN1CCN(C/C=C/c2ccc(OC)cc2)CC1CCO (stereo unspecified) | 1.4 | -2.9% | -11.0% | -2.9% | -11.8% | -19.0% | 4.9% | -6.1% | 0.6%
CCc1nnc(NC(=O)CSc2nnc(Cc3ccccc3)n2-c2ccccc2)s1 | -7.7 | 3.6% | -0.6% | -5.5% | 17.4% | 11.3% | -2.0% | -0.2% | -3.1%
COc1cc(C2=Nc3c(c(C)nn3-c3ccccc3)P(=O)(N3CCOCC3)O2)cc(OC)c1OC (stereo unspecified) | 3.8 | 8.5% | -17.5% | -0.7% | -11.9% | -7.7% | 0.6% | -3.6% | -3.7%
Cc1ccc2c(c1)c1c(c(=O)n(-c3ccccc3)c(=O)n1CC(=O)c1ccc(Cl)cc1)n2C | -5.9 | -5.4% | -4.4% | -0.2% | 36.2% | 6.8% | 20.5% | -9.6% | -1.8%
O=C(NCCC(=O)N1CCN(c2cccc(Cl)c2)CC1)c1ccc(Br)cc1 | 1.5 | -2.2% | 2.8% | -7.0% | -48.6% | 2.2% | 8.7% | -7.8% | -4.0%
COc1cc(/C=C/C(=O)O)ccc1OS(=O)(=O)c1cc(Br)ccc1C | 0.3 | -0.1% | -20.4% | -27.1% | -16.6% | 19.9% | 1.7% | 9.1% | -1.1%
COc1ccccc1N1CCN(CCN(C(=O)C2CCCCC2)c2ccccn2)CC1 | -4.4&-7.0 | 4.9%&0.2% | -9.3%&-11.2% | -0.2%&0.0% | -5.0% | 3.7% | -1.7%&8.2% | 2.3% | 1.2%&-4.6%&-1.2%
Cc1c(NC(=S)N/N=C/C=C/c2ccc([N+](=O)[O-])cc2)c(=O)n(-c2ccccc2)n1C | -4.4 | 2.2% | -18.2% | -16.2% | -43.6% | -10.7% | 7.9% | -10.7% | -3.7%
CCOc1ccc(N(C)S(=O)(=O)c2ccc(C)c(C(=O)N3CCN(Cc4ccc5c(c4)OCO5)CC3)c2)cc1 | 0.0 | -0.1% | -23.6% | 7.7% | 0.6% | 6.7%[57.1 µM] | -4.8% | 8.5%[57.1 µM] | -3.6%
O=S(=O)(c1ccc(Cl)cc1)N1CCN(c2nc(-c3ccc(F)cc3)nc3cc(Cl)ccc23)CC1 | 0.4 | . | . | 0.4% | -14.9% | 22.5% | . | 2.1% | -3.0%

Compound activity: PubChem BioAssay, National Center for Advancing Translational Sciences (NCATS)
